# Diaph inh CS = diaphorase inhibitors and chemical oxidizers, primary screen, counter-screen for diaphorase-coupled primary assays, biochemical, uHTS, resorufin fluorescence. diaphorase resazurin-to-resorufin fluorescence, NADH, 16 min; bacterial (C. kluyveri) enzyme, not human. inhibition, % at 20 µM. 190,000 compounds, 0.69% hits. AID 1217, 2008;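 active = primary screen inhibition at 20 µM above a set limit, cut at about 50% in these data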;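 also: plate controls were DMSO with full reaction for no effect and wells lacking NADH for full effect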
#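 Benchmarks: positive control wells lacking NADH, neutral wells with DMSO only. System: bacterial diaphorase enzyme (C. kluyveri). Input: 0.14 U/mL diaphorase, enzyme working solution. Detection: resorufin fluorescence, excitation 544 nm, emission 590 nm. Times: 16-min room-temperature incubation before reading.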
# PMI act satM6P = human PMI activators, high substrate, primary screen, biochemical, fluorescence intensity, near-saturating mannose 6-phosphate | Mannose-6-phosphate isomerase (Homo sapiens), P34949 | coupled PMI enzyme assay, resazurin fluorescence, 20 min; hits give high values; 1 = untreated enzyme, 0 = substrate-free blank | activation factor at 20 µM | 190,000 compounds, 0.34% hits | AID 1216, 2008;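 active = activation factor of 2 or more at 20 µM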
# Target sequence (P34949 whole entry, looked up): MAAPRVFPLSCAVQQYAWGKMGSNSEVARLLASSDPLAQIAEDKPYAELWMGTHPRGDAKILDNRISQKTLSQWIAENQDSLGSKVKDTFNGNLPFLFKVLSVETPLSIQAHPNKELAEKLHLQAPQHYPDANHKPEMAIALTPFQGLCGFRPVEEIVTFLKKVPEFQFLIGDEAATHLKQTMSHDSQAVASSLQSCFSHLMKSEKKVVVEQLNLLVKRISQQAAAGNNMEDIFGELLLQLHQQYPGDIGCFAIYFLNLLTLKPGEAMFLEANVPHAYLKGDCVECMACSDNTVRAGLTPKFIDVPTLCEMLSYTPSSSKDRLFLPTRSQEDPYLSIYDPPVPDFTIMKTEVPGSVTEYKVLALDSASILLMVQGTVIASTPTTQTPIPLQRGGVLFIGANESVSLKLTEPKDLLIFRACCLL
#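 Material: human phosphomannose isomerase with PGI, G6PDH, diaphorase coupling enzymes; amount: PMI at 15 ng/mL final; also added: Mannose-6-phosphate 1.0 mM (near-saturating) plus 0.22 mM NADP+; incubation: enzyme reaction with compound 20 min at room temperature; signal: resorufin fluorescence (Ex 544/Em 590 nm) from resazurin via diaphorase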
# bIAP act = bovine intestinal alkaline phosphatase activators, primary screen, biochemical, bovine IAP, CDP-star luminescence. alkaline phosphatase, intestinal [Bos taurus]. purified bovine IAP, 30 min; hits give high values; fold of DMSO-control signal, blank-subtracted. activation factor at 20 µM. 200,000 compounds, 0.17% hits. AID 1016, 2008;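 active = activation factor of 2 or more at 20 µM, a signal rise over negative controls twice the positive control's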
# TNAP inh hi DEA = human TNAP enzyme inhibitors, primary screen, biochemical, luminescent, high phosphate acceptor level, uHTS | Alkaline phosphatase, tissue-nonspecific isozyme (Homo sapiens), P05186 | purified TNAP, CDP-star luminescence, 1 M DEA | inhibition, % at 20 µM | 200,000 compounds, 0.03% hits | AID 1135, 2008;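 active = over 50% inhibition of tissue-nonspecific alkaline phosphatase at 20 µM in the single-dose screen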;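 also: plate controls were DMSO wells for no effect and EDTA-quenched wells as full inhibition for full effect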
# Target sequence (P05186 whole entry, looked up): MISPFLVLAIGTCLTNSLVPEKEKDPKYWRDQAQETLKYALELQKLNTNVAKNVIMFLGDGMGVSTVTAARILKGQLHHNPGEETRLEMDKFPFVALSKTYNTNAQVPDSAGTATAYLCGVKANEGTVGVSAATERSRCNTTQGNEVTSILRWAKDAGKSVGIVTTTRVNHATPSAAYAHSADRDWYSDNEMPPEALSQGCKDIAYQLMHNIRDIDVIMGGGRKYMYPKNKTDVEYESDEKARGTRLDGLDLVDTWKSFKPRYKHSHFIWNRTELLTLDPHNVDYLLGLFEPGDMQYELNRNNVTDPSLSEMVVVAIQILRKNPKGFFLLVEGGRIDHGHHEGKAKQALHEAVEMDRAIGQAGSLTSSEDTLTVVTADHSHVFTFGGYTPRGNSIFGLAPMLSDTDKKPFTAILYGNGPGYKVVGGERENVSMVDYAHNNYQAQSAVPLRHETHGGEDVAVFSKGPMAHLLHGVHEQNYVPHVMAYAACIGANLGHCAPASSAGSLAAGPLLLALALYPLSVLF
# Diaph act CS = compounds boosting diaphorase resazurin reduction – biochemical, uHTS, resorufin fluorescence, counter-screen for diaphorase-coupled primary assays, primary screen. Diaphorase/resazurin coupled assay, 16 min; hits give high values; 1 = vehicle wells, 0 = NADH-free wells. activation factor at 20 µM. 190,000 compounds, 0.005% hits;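 active = diaphorase activity raised at least twofold by the compound at 20 µM; inactive = activation factor below 2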
#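 Material: purified diaphorase enzyme from Clostridium kluyveri; Also added: 0.114 mM NADH and 0.1 mM resazurin, final amounts; Doses: single compound dose of 20 µM, 1% DMSO final; Times: 16 min enzyme reaction, ambient temperature; Detection: resorufin fluorescence, excitation 544 nm, emission 590 nm; Measure: increased resorufin signal from activators or reducing compounds.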
# bIAP inhibitor = bovine intestinal alkaline phosphatase inhibitors, primary screen, selectivity assay for TNAP inhibitor project, biochemical, bovine IAP, CDP-star luminescence | inhibition, % at 20 µM | alkaline phosphatase, intestinal [Bos taurus] | purified bovine IAP, 30 min | 190,000 tested, under 10 active | AID 1019, 2008;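 active = over 50% inhibition of intestinal alkaline phosphatase at 20 µM in the single-dose screen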
#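 Assay system: bovine IAP enzyme; medium: DEA buffer 100 mM, pH 9.8, with MgCl2 1.0 mM, ZnCl2 0.02 mM; doses: 20 µM single dose; incubation: enzyme reaction for 30 min at room temperature; detection: CDP-star luminescence signal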
# TNAP inh noacc = human TNAP enzyme inhibitors, primary screen, biochemical, luminescent, no phosphate acceptor, uHTS; AID 1012, 2008; purified TNAP, CDP-star luminescence, 30 min; Alkaline phosphatase, tissue-nonspecific isozyme (Homo sapiens), P05186; 200,000 compounds, 0.26% hits; inhibition, % at 20 µM;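 active = tissue-nonspecific alkaline phosphatase inhibition above about 50% at 20 µM in the single-dose screen, limit read from the data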;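 also: 0% = DMSO negative control and 100% = EDTA positive control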
# TNAP act hiacc = TNAP activators at high phosphate acceptor level, primary screen, biochemical, luminescence, uHTS; Alkaline phosphatase, tissue-nonspecific isozyme (Homo sapiens), P05186; purified TNAP, CDP-star luminescence, 1 M DEA, 30 min; hits give high values; 0 = EDTA background, 1 = DMSO-only activity; activation factor at 20 µM; 200,000 tested, under 10 active; AID 1136, 2008;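 active = activation factor at least 2 at 20 µM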
#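 Measured by: Luminescent substrate turnover signal | Test system: Human TNAP | Input: TNAP 1/800 final | Dosing: 20 µM single point | Schedule: 30 min, room temperature | Controls: EDTA wells as negative control, DMSO wells as positive control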
# PMI act = activators of human PMI, primary screen, biochemical, fluorescence intensity, near-Km mannose 6-phosphate | Mannose-6-phosphate isomerase (Homo sapiens), P34949 | purified human PMI, coupled resazurin fluorescence, 20 min; hits give high values; 1 = vehicle control, 0 substrate-free wells | activation factor at 20 µM | 190,000 compounds, 0.005% hits | AID 1214, 2008;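 active = activation factor of 2 or more at 20 µM, relative to plate controls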
# Lmaj promast = Leishmania major promastigote growth inhibition, primary screen. Leishmania major promastigotes, resazurin fluorescence viability. inhibition, % at 10 µM. 200,000 compounds, 9% hits. AID 1063, 2008; in the data active = inhibition above about 50%;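 also: promastigotes grown with compound for 44 hours at 28 °C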
# * marks the source's active call; other numbers are inactive results; x = not tested or not shown.
SMILES,Diaph inh CS,PMI act satM6P,bIAP act,TNAP inh hi DEA,Diaph act CS,bIAP inhibitor,TNAP inh noacc,TNAP act hiacc,PMI act,Lmaj promast
CC(C)(C)c1ccc(C(=O)OCCNC(=O)c2c(Cl)nc3ccccn23)cc1,17,0.9,1.1,4,0.8,-7,0,1,0.9,76*
Cc1cccc(Cc2nnc(CCC(=O)N(C)Cc3ccncc3C)o2)c1,6,1,1.1,-1,0.9,-7,9,1,1,-5
CCc1noc(C)c1C(=O)N1CCCC(C(=O)c2ccc(OC)c(F)c2)C1 (configuration not stated),-3,0.9,1.1,-1,1,-12,-3,1,1,-5
O=C(NCCSCc1ccccc1)c1cc(S(=O)(=O)N2CCOCC2)ccc1F,5,1,1,-4,1,-2,-10,1,1,-3
CCSc1nc2c(c(=O)[nH]1)C(c1ccc(C)cc1)C1=C(CCCC1=O)N2 (configuration not stated),0,1,1,1,1,-2,6,1,1,-3
Cc1cc(C)nc(NC2=NCC(=O)N2c2cccc(Cl)c2)n1,4,1,1.1,-2,1,-11,-7,1,0.9,0
CCSc1nnc(NC(=O)CSc2nc3c(c(=O)n2C)SC(C)C3)s1 (configuration not stated),18,1,0.9,-2,0.8,5,-11,1,0.9,0
Cc1ccc2c(c1)sc1nc(=O)n(-c3cccc(Cl)c3)c(=O)n12,14,0.9,0.9,-5,0.9,13,-10,1,0.9,1
S=C(NC1CCCC1)N1CCN(c2ncccn2)CC1,13,0.9,0.9,-2,0.9,11,-6,1,0.9,-1
O=C(NN1C(=O)C2C3C=CC(C4CC34)C2C1=O)c1ccc(Cl)c(Cl)c1 (configuration not stated),28,0.8,1,-3,0.7,4,-14,1,0.8,13
CC(NC(=O)COC(=O)c1ccc(Cl)cc1O)c1ccc(F)cc1 (configuration not stated),-21,1.2,1,-4,1.2,5,1,1,1.3,-7
CCC1CCCCN1C(=O)c1c(-c2ccccc2)noc1C (configuration not stated),6,1,1,-5,0.9,2,-8,1,0.9,-2

# Given as tab-separated lines: part of the list above
Structure	Diaph inh CS	PMI act satM6P	bIAP act	TNAP inh hi DEA	Diaph act CS	bIAP inhibitor	TNAP inh noacc	TNAP act hiacc	PMI act	Lmaj promast
S=C(NC1CCCC1)N1CCN(c2ncccn2)CC1	13	0.9	0.9	-2	0.9	11	-6	1	0.9	-1
CCc1noc(C)c1C(=O)N1CCCC(C(=O)c2ccc(OC)c(F)c2)C1 (configuration not stated)	-3	0.9	1.1	-1	1	-12	-3	1	1	-5

# (next part)
SMILES,Diaph inh CS,PMI act satM6P,bIAP act,TNAP inh hi DEA,Diaph act CS,bIAP inhibitor,TNAP inh noacc,TNAP act hiacc,PMI act,Lmaj promast
Cc1ccc(-c2c(C)sc(=NC(=O)c3ccco3)n2C)cc1,12,0.9,0.9,0,0.9,12,-2,1,0.9,3
O=C(C1=C[C@@H](c2ccccc2)C[C@@H](OCc2ccc(CO)cc2)O1)N1CCN(Cc2ccc3c(c2)OCO3)CC1,33,0.9,1.1,-9,0.7,-9,-12,1.1,0.8,28
CCn1c(SCc2cc(=O)[nH]c3ccccc23)nnc1C1CC1,14,1.1,0.9,-2,0.9,8,13,1,1,-5
O=C(COC(=O)c1c2c(nc3ccccc13)/C(=C/c1cccc([N+](=O)[O-])c1)CCC2)NC1CCS(=O)(=O)C1 (configuration not stated),20,0.8,1.4,-1,0.8,-40,-22,1,0.8,19
Cc1ccc(S(=O)(=O)n2cnc3cc([N+](=O)[O-])ccc32)cc1C,5,1.1,1,-5,0.9,2,-4,1,1.1,-3
N#Cc1nc(-c2ccc(F)cc2)oc1NCCCn1ccnc1,-10,1.1,0.9,-1,1.1,14,1,1,1.1,5
COc1ccc(/C(C)=N/NC(=O)c2ccc(CSc3nncn3C)cc2)cc1,4,1,1,5,1,1,1,1,1,-5
O=C(COc1ccc(Cl)cc1)NCc1nnc(SCC(=O)N2CCCCC2)o1,0,1,1.1,-1,1,-10,-12,1,1,-2
CCCSc1nnc(-c2cnn(-c3ccccc3)c2-n2cccc2)n1C,2,1,1.2,-6,1,-16,-6,1.1,1,6
CCc1cc2c(=O)n(CC)c(SC(C)C(=O)Nc3c(C)n(C)n(-c4ccccc4)c3=O)nc2s1 (configuration not stated),9,1,1.1,-3,0.9,-8,-8,1,1,-1
Clc1ccc2nc(CSc3ccccc3)cn2c1,9,1,0.8,-4,0.9,24,-8,1,1,7
CCOc1ccc(C(=O)NC(=S)Nc2cccnc2)cc1[N+](=O)[O-],14,1.1,0.9,-2,0.9,5,3,1,1.1,-8
Cc1c(N=C2C=CC(=O)c3ccccc32)c(=O)n(-c2ccccc2)n1C,58*,0.3,0.7,38,0.4,30,-7,0.6,0.4,101*
CC(=O)Nc1ccc(S(=O)(=O)NCCSc2ccccn2)cc1,2,1.1,0.9,-3,1,5,-13,1,1,-1
CCOC(=O)N1CCN(C(=O)c2cc(OCC)c(OCC)c(OCC)c2)CC1,2,1.1,0.9,-2,1,7,-6,1,1,-3
Cc1cc(C)cc(N2CCCn3c2nc2c3c(=O)n(CC(=O)OCc3ccccc3)c(=O)n2C)c1,16,0.9,0.9,-3,0.8,12,-7,1,0.9,30
Cc1nn(-c2ccccc2Cl)c(Cl)c1/C=N/Nc1nc2ccccc2s1,4,1,1,-2,1,-2,-2,1,1.1,59*
Cc1ccsc1-c1n[nH]c(=S)n1C1CCCCC1,25,0.8,1,-2,0.8,3,-1,1,0.9,0
COc1ccccc1/C=c1\sc2nc(-c3ccccc3OC)nn2c1=O,9,1,0.7,3,0.9,27,9,1,0.9,-2
Cc1ccccc1NS(=O)(=O)CCCCC(Cl)(Cl)Cl,17,1,0.9,-2,0.8,7,-12,1,1,5
Cc1cc(C)nc(NC(=O)c2ccc(Cl)cc2Cl)n1,x,x,1.1,4,x,-5,-1,1,x,2
COc1cc(NC(=S)NCc2cccnc2)c(OC)cc1Cl,2,1,1,-4,1,1,-15,1,1,8
COc1ccc(OC)c(-c2cc(C(=O)Nc3cccc(Cl)c3)no2)c1,17,1,0.8,-6,0.8,20,-18,1.1,0.9,32
Cc1cc(C)c2ccc(C(=O)O)nc2c1O,29,0.8,1,-1,0.7,3,3,1,0.8,-7
O=C(CN1CCN(c2ccccc2Cl)CC1)NC1CCCc2ccccc21 (configuration not stated),19,1,0.8,-6,0.8,21,-7,1.1,0.9,0
Nc1cc(Cl)ccc1C(=O)OCC(=O)NC1CCS(=O)(=O)C1 (configuration not stated),12,1,1,-1,0.9,-1,-12,1,0.9,-1
O=C(/C=N/O)Nc1cccnc1,2,1.1,0.9,3,1,5,-6,1,1.1,-4
CCC(=O)Oc1ccc(C(CC)C(CC)c2ccc(OC(=O)CC)cc2)cc1 (configuration not stated),13,1,1.1,-2,0.9,-14,-11,1,1,0
COc1cc(OC)cc(C(=O)N2c3ccc(F)cc3CCC2C)c1 (configuration not stated),24,0.8,1,-1,0.8,5,-9,1,0.8,7
COc1cccc(-n2c(SCC(=O)c3c[nH]c4ccccc34)nc3ccccc3c2=O)c1,4,1.1,1.2,2,1,-24,-17,1,0.9,93*
CNC(=O)N(O)C1N(C)C(=O)N(CC(=O)OC)C1(C)C (configuration not stated),11,0.9,0.9,0,0.9,7,-7,1,0.9,2
CCCC1Cc2c(sc3nc(SC)nc(N)c23)CO1 (configuration not stated),15,1,0.9,-5,0.9,12,-10,1.1,1,5
COc1ccccc1CC1(C)NC(=O)N(CC(=O)N2CCc3ccccc3C2)C1=O (configuration not stated),21,1,0.9,-4,0.8,8,-10,1,1,-5
COc1ccccc1C(=O)O/N=C1/CCCc2c1ccc(OC)c2[N+](=O)[O-],12,1.3,0.9,-6,0.9,10,-4,1.1,1.3,-4
CCCSc1nc2c(cnn2-c2ccc(F)cc2)c(=O)[nH]1,3,1,0.8,-6,1,15,-9,1.1,0.9,-6
CCCN(CCC)C(=O)CSc1nc2n[nH]c(C)c2c(=N)n1-c1ccc(OCC)cc1,24,0.9,2.1*,-8,0.8,-111,-39,1.1,0.8,38
COC(=O)N/N=C\c1cccc(OC(=O)c2cccs2)c1,17,0.9,0.9,-5,0.8,12,-14,1,1,-3
COc1cccc(CNC(=O)CCC2CCCN(C3CCOCC3)C2)c1 (configuration not stated),6,1,1.1,-1,0.9,-8,-5,1,0.9,13
Cc1ccc(-n2c(C)c([N+](=O)[O-])c3ccc(O)c(CN(C)C)c32)cc1,8,1,1,2,0.9,-1,-3,1,0.9,3
COc1ccc(C(=O)Oc2ccc(C(C)=O)cc2)c(OC)c1,13,1,1,-10,0.9,4,-12,1.1,1.1,-10
CC(=O)c1ccc(NC(=S)N2c3ccccc3CC2C)cc1 (configuration not stated),22,0.8,0.9,-2,0.8,11,-8,1,0.6,6
CCn1c(SCC(=O)N2CCCc3ccccc32)nnc1-c1ccco1,16,1,1,-6,0.8,-1,-10,1.1,1,-8
CCCN(CCC)CCCNC(=O)CC1Nc2ccccc2NC1=O (configuration not stated),8,1,1,-2,0.9,-1,-3,1,1,-2
COc1ccccc1/C=N/NC(=O)c1ccc(N(C)S(=O)(=O)c2ccccc2)cc1,6,0.9,1,2,0.9,-3,-5,1,1,8
O=S(=O)(NCCO)c1cccc2cccnc12,9,0.9,1,-3,0.9,2,-12,1,1.1,-7

# Results in bIAP act and PMI act, for two of the compounds above:
smiles,bIAP act,PMI act
COc1ccccc1/C=N/NC(=O)c1ccc(N(C)S(=O)(=O)c2ccccc2)cc1,1,1
O=S(=O)(NCCO)c1cccc2cccnc12,1,1.1
